RORg inh: inhibitors of mouse ROR gamma transcriptional activity; P51450; Drosophila S2 Gal4-RORgamma UAS-luciferase reporter, 20 h; Potency, µM (series often up to 53.6 µM), without a hit: at the highest dose activity change, negative = inhibition, actives largely listed as inhibitors; AID 2551; 5.4% of 310,000 active; also: potency is read from the fitted curve at half-maximal effect; % is scaled to controls: 0 for no effect and ±100 for the full control effect; nearly all actives have a fitted effect of over 60% in size
Target sequence (P51450 whole entry, looked up, the tested form may be a part): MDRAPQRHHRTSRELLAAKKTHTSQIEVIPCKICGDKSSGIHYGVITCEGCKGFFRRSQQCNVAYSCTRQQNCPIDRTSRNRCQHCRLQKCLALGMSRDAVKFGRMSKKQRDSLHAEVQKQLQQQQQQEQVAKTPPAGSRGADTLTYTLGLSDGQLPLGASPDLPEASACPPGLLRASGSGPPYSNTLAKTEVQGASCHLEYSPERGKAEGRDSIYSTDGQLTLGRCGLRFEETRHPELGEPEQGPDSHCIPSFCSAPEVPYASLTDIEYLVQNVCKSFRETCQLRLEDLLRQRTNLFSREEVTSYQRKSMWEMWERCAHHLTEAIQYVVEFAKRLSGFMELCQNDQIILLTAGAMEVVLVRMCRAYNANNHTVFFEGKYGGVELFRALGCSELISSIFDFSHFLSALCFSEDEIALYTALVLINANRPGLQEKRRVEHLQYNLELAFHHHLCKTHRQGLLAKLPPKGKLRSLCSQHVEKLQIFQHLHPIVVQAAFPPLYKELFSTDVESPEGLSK
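Compounds are pin-transferred onto Drosophila Schneider cells expressing a copper-inducible Gal4–ROR gamma transactivation domain fusion. After 1 hr, copper sulfate is added to 700 uM final; luciferase is read 20 hr later.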
Menin-MLL TR inh: inhibitors of human menin-MLL interaction, mutant MLL peptide. O00255. Menin + Texas Red MLL mutant peptide, fluorescence polarization. Potency, µM (series often up to 61.6 µM), for the others: top-dose FP activity change, negative = inhibition, actives largely listed as inhibitors. 0.23% of 270,000 active. AID 1768; active = well fitted inhibition curve with a large enough effect in the polarisation, with a control signal flat, not every such curve was filed as active; inconclusive = small, poorly fitted or top-dose-only effect, or effect the other way, or a change in a side signal; inactive = no such curve, though single readings can be large or run the other way; the % refers to the polarisation; also: potency is read from the fitted curve at half-maximal effect; % of control where 0% means no effect; many of its hits are not listed in these tables
ELG1 repair inh: ELG1-dependent DNA repair inhibition | HEK293T ELG1-luciferase reporter, luminescence, 16 h; DNA damage induced by 5-fluorouridine | Potency, µM (titrated, usually from 46.1 µM), for inactives: at the top dose activity change, negative = inhibition, usual class: inhibitors | 2.3% of 330,000 active | AID 504467; also: potency is read from the fitted curve at half-maximal effect; % is scaled to controls: 0 for no effect and ±100 for the full control effect; nearly all actives have a fitted effect of over 55% in size
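Cells (2,000 per well) received 5-fluorouridine plus test compound or DMSO and were incubated 16 hr at 37 °C, 5% CO2. Luciferase activity was read by luminescence 30 min after ONE-Glo addition; signal suppression marked inhibition of damage-induced ELG1 function.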
Rab9 prom act: Rab9 promoter activation. Huh7 Rab9 promoter-luciferase reporter, luminescence, 24 h. Potency, µM (titrated, usually from 9.22 µM), for the others: at the highest dose activation, negative = inhibition, hits mostly activators. 2.8% of 320,000 active; also: potency is read from the fitted curve at half-maximal effect; % of control where 0% means no effect; nearly all actives have a fitted effect of over 60% in size
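Measured in stably transfected Huh7 cells bearing a Rab9 promoter–luciferase construct: 24 h compound treatment at 37 °C, followed by luminescence detection.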
NPC1 prom act: activators of NPC1 promoter; AID 485313; Huh7 NPC1 promoter luciferase reporter, 24 h; 2.4% of 320,000 active; Potency, µM (titrated, usually from 9.22 µM), inactives show at the highest dose activation, most hits filed as activators;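 also: potency is read from the fitted curve at half-maximal effect; % of control where 0% means no effect; nearly all actives have a fitted effect of over 60% in size; reporter is driven by a mutant NPC1 promoter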
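Huh7 cells stably carrying NPC1 promoter–luciferase, plated in Opti-MEM with 10% FBS for 2 h, were exposed to compound in DMSO for 24 h at 37 °C; luciferase reagent was added for 10 min and luminescence read.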
KCNH2 3.1 inh: inhibitors of human KCNH2 3.1 potassium channel isoform | U2OS KCNH2 3.1, thallium flux FluxOr; hits give low values | activity change, % (tested at about 1.8 µM) | 0.95% of 340,000 active;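 active = maximum activity change below -70%; inconclusive = maximum activity change from -70% to -50%; inactive = maximum activity change above -50%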;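 also: thallium influx rate constant from kinetic fluorescence after stimulation buffer; % is scaled to controls: 0 for no effect and ±100 for the full control effect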
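FluxOr-based Tl+ influx in U2OS cells transduced with KCNH2 3.1 virus; rate constants normalized to DMSO controls.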
PKM2 activator: PKM2 (human) enzyme activation | Potency, µM (highest dose often 57.5 µM), inactives show top-dose activation, actives largely listed as activators | 0.34% of 260,000 active | P14618 | purified PKM2, Kinase-Glo ATP luminescence, activation; response scale: 0% is enzyme alone, no compound; also: potency is read from the fitted curve at half-maximal effect; % is scaled to controls: 0 for no effect and ±100 for the full control effect; nearly all actives have a fitted effect of over 55% in size
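hPK-M2, >95% pure; 0.1 mM ADP / 0.5 mM PEP final; imidazole pH7.2 buffer w/ 7 mM MgCl2, 50 mM KCl; 1 h RT; Kinase-Glo lum. Intermediate enzyme activity for dual inhibitor/activator qHTS.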
VP16 counter: Gal4-VP16 reporter inhibition counter-screen | Drosophila S2 Gal4-VP16 UAS-luciferase, luminescence, 20 h | 3.5% of 310,000 active | Potency, µM (series often up to 53.6 µM), inactives show top-dose activity, negative = inhibition, usual class: inhibitors;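 also: Gal4-VP16 expression switched on by copper sulfate through the metallothionein promoter; potency is read from the fitted curve at half-maximal effect; % is scaled to controls: 0 for no effect and ±100 for the full control effect; nearly all actives have a fitted effect of over 50% in size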
Mito fusion yeast: blocks mitochondrial division or promotes mitochondrial fusion; 0.23% of 320,000 active; S. cerevisiae fusion-defective mutant growth rescue, CellTiterGlo 48 h; Potency, µM (doses to about 46.1 µM), without a hit: at the highest dose growth rescue (activation), most hits filed as activators;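 also: potency is read from the fitted curve at half-maximal effect; % of control where 0% means no effect; nearly all actives have a fitted effect of over 45% in size; temperature-sensitive fusion mutants such as fzo1-1 at 37 °C on non-fermentable ethanol glycerol medium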
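S. cerevisiae fusion-defective temperature-sensitive mutants (e.g. fzo1-1, mgm1-5) grown 48 h at 37C in YPEG (ethanol/glycerol non-fermentable) medium with 23 nl compound per well; growth rescue read as CellTiterGlo luminescence.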
MBNL1 CUG block: MBNL1-poly(CUG) RNA binding inhibition; TR-FRET MBNL1-His/biotin-(CUG)12 binding, 665/545 ratio; 0.036% of 280,000 active; Potency, µM (series often up to 57.5 µM), for the others: at the top dose activity change, negative = inhibition, hits mostly inhibitors; AID 2675; active = well fitted inhibition curve with a large enough effect in the signal ratio, with a control signal flat, not every such curve was filed as active; inconclusive = small, poorly fitted or top-dose-only effect, or effect the other way, or a change in a side signal; inactive = no such curve, though single readings can be large or run the other way; the % refers to the signal ratio; also: potency is read from the fitted curve at half-maximal effect; % is scaled to controls: 0 for no effect and ±100 for the full control effect
Target sequence (Q9NR56 whole entry, looked up): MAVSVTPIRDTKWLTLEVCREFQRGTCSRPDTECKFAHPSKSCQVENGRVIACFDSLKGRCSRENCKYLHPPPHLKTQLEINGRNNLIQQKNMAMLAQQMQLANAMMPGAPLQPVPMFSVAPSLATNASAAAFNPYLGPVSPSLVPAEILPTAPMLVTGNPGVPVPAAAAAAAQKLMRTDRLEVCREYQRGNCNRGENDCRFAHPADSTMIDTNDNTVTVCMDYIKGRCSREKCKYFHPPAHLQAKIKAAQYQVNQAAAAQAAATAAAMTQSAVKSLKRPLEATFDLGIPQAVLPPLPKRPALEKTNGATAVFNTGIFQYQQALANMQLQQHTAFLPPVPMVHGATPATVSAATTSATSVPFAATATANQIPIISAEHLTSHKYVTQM
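Compounds (final 92 nM to 58 uM) are added to His-tagged MBNL1 and biotin-(CUG)12, then terbium anti-His antibody and streptavidin-XL665 (5 nM final). After 60 min at room temperature, the 665/545 nm ratio is read.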
FLuc counter: inhibits or activates purified firefly luciferase, miR-21 counter-screen | purified FLuc, Km substrates, luminescence inhibition | Potency, µM (doses to about 57.5 µM), without a hit: top-dose activity change, negative = inhibition, most hits filed as inhibitors | 6.9% of 360,000 active | AID 588342;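 also: potency is read from the fitted curve at half-maximal effect; plate controls were vehicle for no effect and reference inhibitor for full effect; nearly all actives have a fitted effect of over 55% in size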
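Biochemical qHTS of compounds, final roughly 60 µM downward over six points, against 10 nM purified firefly luciferase using Km concentrations of substrates (10 uM D-luciferin, 10 uM ATP) in Tris acetate pH 7.5 buffer; luminescence output.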
* marks the source's active call; other numbers are inactive results; ? = inconclusive; . = no result given; & = joins results of further samples; [ ] = dose if it differs, or a comment. Unless noted, calls follow the shape of the dose curve; as a rule, active = well fitted curve in the direction sought with a large enough effect; inconclusive = small, poorly fitted or top-dose-only effect, or another doubt; inactive = no such curve, though single readings can be large; an effect the other way counts as inactive or inconclusive.

SMILES	RORg inh	Menin-MLL TR inh	ELG1 repair inh	Rab9 prom act	NPC1 prom act	KCNH2 3.1 inh	PKM2 activator	VP16 counter	Mito fusion yeast	MBNL1 CUG block	FLuc counter
CCN1C(=NCC(C)C)N[C@@H](c2ccccc2)[C@H](C(=O)OC)[C@H]1C	-2%	-5%	.	-10%	1%	.	1%	-4%	-1%	-1%	-2%
O=C(NCc1cccnc1)Nc1cccc(F)c1	8%	14%	-1%	0%	-1%	4	8%	17%	-2%	3%	2%
O=c1c2cnn(-c3ccc(F)cc3)c2ncn1Cc1ccc(F)cc1	-49%	14%	-16%	0%	-5%	-17	-3%	-2%	0%	-5%	1%&4%
COc1cccc(NC(=O)CN2C(=O)COc3ccc(C)cc32)c1	1%	7%	?	-11%	2%	-7	2%	-3%	4%	-5%	-2%
COCCNC(=O)c1ccc(CS(=O)(=O)c2ccccc2)o1	0%	1%	0%	-4%	-4%	2	0%	-10%	-1%	-3%	1%
COc1ccc(C(C(=O)NC2CCCCC2)N(C(=O)CCl)c2cccc(Cl)c2)cc1 (centres undefined)	-30%[10 µM]	6%	?	-49%[inhibitor]	-37%[inhibitor]	-11	4%	?	26%	.	14%
O=C(O)Cc1ccc(S(=O)(=O)Nc2ccccc2C(=O)O)cc1	-4%	-1%	28%	6%	-6%	12	-4%	8%	25%	-26%	?
Cc1ncoc1C(=O)Nc1ccc2c(c1)OCCO2	?	-2%	?	2.5µM*	3.2µM*	6	-46%	-12%	-5%	3%	12µM*
CCOC(=O)C1CCN(C(=O)Cc2cccs2)CC1	16%	0%	0%	0%	1%	-7	0%	8%	-8%	-13%	3%
CC(=O)Cc1c(C(=O)O)c(C)nn1-c1ccccc1	-4%	1%	15%	-1%	-6%	-8	-10%	-8%	-2%	?	?
CCCc1ccc(OCc2ccc(C(=O)N/N=C/c3cccc([N+](=O)[O-])c3)o2)c(OC)c1	?	0%	-12%	0%	2%	-26	-1%	?	-4%	1%	0%
COc1cc(C(=O)Nc2ccc(-c3nnc(-c4ccco4)o3)cc2)cc(OC)c1OC	27%	4%	28%	24%	-8%	1	-1%	-5%	1%	17%	4%
COc1ccc(S(=O)(=O)N(CC(=O)N2CCN(C)CC2)c2ccc(C)cc2)cc1OC	-30%	3%	1%	1%	-1%	0	6%	3%	1%	-8%	7%
Cc1nc(NCCCn2ccnc2)c2ccccc2n1	4%	2%	-12%	-5%	-2%	5	-20%	-13%	3%	-14%	-1%
CCOC(=O)c1nc(C)n(-c2cc(Cl)ccc2Cl)n1	-7%	5%	-1%	2%	1%	22	-6%	2%	-2%	6%	-1%
Cc1c(CCO)c(=O)[nH]n1S(=O)(=O)c1ccc(Cl)cc1Cl	-17%	-4%	-1%	-2%	2%	-10	5%	-1%	1%	1%	6%
CSc1ccc(S(=O)(=O)Nc2ccc3c(c2)OCCO3)cc1	?	7%	-26%	-2%	-3%	-3	1%	?	2%	-2%	2%
Cc1ccc(NC2=CC(=O)CC(C)(C)C2)cc1Cl	7%	-14%	-12%	-3%	2%	-27	.	-10%	2%	-6%	3%
CCCCN1C(=O)N(c2ccccc2Cl)C(C)(O)CC1(C)C (centres undefined)	2%	?	-18%	0%	0%	-12	.	1%	19%	1%	0%
Cc1ccc(NC(=O)CC2Oc3ccccc3NC2=O)c(C)c1 (centres undefined)	9%	3%	16%	-1%	6%	8	3%	4%	1%	2%	3%
Nc1n[nH]c(N)c1N=Nc1ccc2c(c1)OCO2	-29%	?	29%	?	?	11	-6%	-1%[10 µM]	-3%	?	12µM*
Cc1ccc(OCc2cc(C(=O)N(C)Cc3cnc4ccccn34)no2)cc1C	-27%	-4%	?	-6%	-5%	-3	.	?	-7%	1%	-17%
COc1ccc(OC)c(-c2nc(C(=O)NC3CCN(Cc4ccccc4)CC3)cc3c2[nH]c2ccccc23)c1	25%	26%	-18%	-2%	6%	-97*	1%	-26%	-4%	17%	0%
COc1cc(Nc2c3c(nc4ccccc24)CCCC3)cc(OC)c1OC	11µM*	-26%	?	-2%	-8%	14	-1%	9%	23%	15%	-1%
COc1ccc(C2CC(c3ccccc3)Nc3nc(N)nn32)cc1 (centres undefined)	0%	0%	?	2%	-1%	9	-7%	3%	0%	-13%	-2%
Continued.
SMILES	RORg inh	Menin-MLL TR inh	ELG1 repair inh	Rab9 prom act	NPC1 prom act	KCNH2 3.1 inh	PKM2 activator	VP16 counter	Mito fusion yeast	MBNL1 CUG block	FLuc counter
Cc1ccc(-c2csc(N(C)C(=O)c3c(C)nn(-c4ccccc4)c3Cl)n2)cc1	33%	-15%	?	2%	0%	-7	2%	-13%	13%	5%	6%
O=C(Nc1nccs1)c1cc(N2CCOCC2)nc2ccccc12	?	0%	18µM*	1%	-3%	7	1%	-13%	-2%	28%	-3%
Cc1cccc(Cn2c(C(C)(C)C)cc3cccnc32)c1	-3%	-18%	-15%	2%	-3%	12	-9%	-6%	2%	?	-3%
O=C(O)C1C2CCC(C2)C1C(=O)NCc1ccccn1 (centres undefined)	?	.	1%	-2%	5%	-2	-1%	-1%	1%	4%	2%
O=C(Nc1ccc(Br)cc1)N1CCc2ccccc2C1	32%	20%	?	2.8µM*	2.8µM*	2	-7%	27%	-2%	-3%	11µM*
COc1cccc(CC(=O)OCC(=O)N2CCN(c3ccc(F)cc3)CC2)c1	.	1%	-14%	-5%	1%	0	0%	.	-2%	-10%	2%
CCOC(=O)/C(N=Nc1c(Br)cc(Br)cc1Br)=C(\C)O	1%	.	0%	3%	2%	25	2%	13%	7%	-1%	0%
O=C(CCS(=O)(=O)Cc1ccccc1)N1CCN(c2ccc([N+](=O)[O-])cc2)CC1	24%	7%	?	-1%	2%	-9	16%	-12%	-6%	?	2%
CC1CCC2(CC1)NC(=O)N(CC(=O)N1CCN(S(=O)(=O)c3ccccc3)CC1)C2=O (centres undefined)	21%	4%	12%	1%	0%	6	0%	3%	2%	-2%	4%
CC(C)CCOCc1nc2sc3c(c2c(=O)[nH]1)CCC(C)C3 (centres undefined)	20%	-10%	?	20%	20%	3	-1%	0%	3%	-4%	-13%
Cc1occc1-c1nnc(SCC(=O)N(C)c2ccccc2)n1C	.	.	16%	-3%	1%	2	.	.	-1%	.	5%
O=c1[nH]cnc2scc(-c3ccsc3)c12	15%	16%	1%	0%	3%	-9	?	3%	-1%	17%	2%
COc1ccccc1CNC(=O)c1nn(C)c2c1CS(=O)(=O)c1ccccc1-2	21%	0%	?	-7%	0%	24	.	0%	?	-2%	0%
CC1CCCC1/C(=N/O)c1ccccc1 (centres undefined)	20%	?	5%	5%	-3%	3	.	-16%	-3%	-2%	0%
O=C(/C=C/c1ccccc1)N1CCC(c2ccccc2)C1 (centres undefined)	-13%	-14%	?	1.6µM*	3.2µM*	-32	-7%	-16%	17%	-2%	4.8µM*
Cc1ccc(NC2=NCC(=O)N2C2CCCC2)cc1	1%	-3%	22%	3%	0%	8	-4%	6%	0%	-5%	-8%
O=C(CCCc1cccs1)N1CCN(S(=O)(=O)c2ccccc2Br)CC1	23%	-8%	?	-9%	10%	-3	11µM*	-2%	18%	1%	1%
CN(C)CCCN(C(=O)c1ccc(S(=O)(=O)N(C)C)cc1)c1nc2cc3c(cc2s1)OCO3	5%	-12%	3%	-23%	-1%	.	3%	-3%	1%	-7%	-1%
Cc1c(Cl)cccc1NC(=S)N(Cc1cccs1)C1CCCC1	11µM*	3%	-11%	1%	-4%	2	-1%	?	-6%	-7%	-3%
Cc1ccc(OCCSc2nc3ccccc3n2CCC(=O)O)cc1	14%	0%	-1%	2%	-2%	15	-2%	-19%	4%	0%	?
CCCS(=O)(=O)N1CCCC(C(=O)NCCCN2CCCC2=O)C1 (centres undefined)	-16%	31%[activator]	-7%	-7%	2%	1	-9%	2%	3%	0%	2%
COc1cccc(C2c3[nH]c4ccccc4c3CCN2C(=O)c2ccccc2F)c1OC (centres undefined)	35%	24%	?	5%	-2%	-4	-6%[11.5 µM]	0%	7%	-4%	-8%
CCN1CCN(CCC(=O)Nc2ccc(F)c(F)c2)CC1	21%	20%	-18%	-1%	4%	10	2%	13%	2%	-7%	0%
Cc1c(NC(=O)COC(=O)CCC(=O)c2ccc(Cl)cc2)c(=O)n(-c2ccccc2)n1C	12%	-3%	3%	-2%	-3%	-1	-2%	7%	6%	3%	-6%
Nc1ccc(NC(=O)c2cccs2)c(Cl)c1	11%	1%	?	26%	28%	15	1%	5%	-1%	-4%	?

Only part of the results is shown; count on the stated rates, not on these rows.
